# High-throughput results from PubChem.
# Yeast life ext = yeast lifespan extension; S. cerevisiae growth with nicotinamide, OD615; deaD strain in restrictive glucose medium; inhibition of the nicotinamide effect, % at 10 µM; 130,000 tested, 0.68% active; AID 775;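 active = inhibition above a set limit, placed 3 SD over the median of all compounds, cut at about 26% in these data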;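 note: 0% = nicotinamide-treated wells and 100% = cells grown without nicotinamide; some compounds called inactive have numbers as strong as hits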
#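 Test system – modified budding yeast, DeaD strain · Compound – single dose 10 µM compound, 0.25% DMSO · Times – culture preincubation 4 h, compound exposure 48 h, both 30 °C · Detection – optical density (absorbance) at 615 nm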
# HCT116 bCat-KO = beta-catenin-lacking colon tumor cell growth suppression; HCT116 beta-catenin knockout viability, CellTiter-Glo, 60 h; hits give low values; viability, % at 10 µM; 140,000 tested, 1.5% active;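 active = viability at or under a set limit, the compound median less 4 SD, cut at about 6% in these data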;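 note: 0% = Hyamine 1622 control at 20 µM and 100% = untreated cell control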
# MRP1 act = MRP-1 activation. AID 799. 140,000 tested, 0.61% active. viability increase, % at 10 µM. H69AR cells + doxorubicin, viability rescue, CellTiter-Glo;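 active = viability gain under doxorubicin at or above a set limit, the compound median plus 3 SD, cut at about 4.7% in these data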;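 note: MRP-1 overexpressing cells given doxorubicin 25 µM after compound pretreatment; 18-22 h compound pretreatment then 72 h with doxorubicin before readout; 0% = doxorubicin-only wells and 100% = vehicle-treated cells without doxorubicin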
# GALR2 antag = GALR2 (human) receptor antagonism; O43603; GALR2-expressing cells, antagonist mode; inhibition, % at 4 µM; 140,000 tested, 0.39% active; AID 828; in the data active = inhibition above about 27%;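 note: cells stimulated with galanin 1-16 at roughly its EC80; 0% = agonist challenge control and 100% = basal control without agonist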
# Target sequence (O43603 whole entry, looked up): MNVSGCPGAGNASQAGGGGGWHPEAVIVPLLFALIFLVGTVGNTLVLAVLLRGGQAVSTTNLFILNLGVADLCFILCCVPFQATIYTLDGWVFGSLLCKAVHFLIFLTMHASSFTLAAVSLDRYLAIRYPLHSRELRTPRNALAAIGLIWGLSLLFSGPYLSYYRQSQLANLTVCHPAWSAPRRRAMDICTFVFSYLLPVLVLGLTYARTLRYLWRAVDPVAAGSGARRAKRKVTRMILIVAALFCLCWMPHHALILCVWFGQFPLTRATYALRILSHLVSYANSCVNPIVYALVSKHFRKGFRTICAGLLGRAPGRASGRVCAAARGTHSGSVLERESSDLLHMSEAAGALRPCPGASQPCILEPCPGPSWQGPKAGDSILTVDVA
# Measles CPE = protection of cells from measles virus. protection (pct of control), % at 4 µM. Measles virus-infected cells, CPE protection, absorbance. AID 841. 140,000 tested, 1.5% active; in the data active = protection mostly above about 24%, no sharp cut-off; inactive = mostly below about 26%; note: some compounds called inactive have numbers as strong as hits
# PTEN del growth = suppresses growth of cells with PTEN deletion; 140,000 tested, 1.2% active; AID 827; HCT116 PTEN-null viability, CellTiter-Glo, 60 h; hits give low values; viability, % at 10 µM;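 active = viability at or below a set limit, 4 SD under the median of all tested compounds, cut at about 3.7% in these data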;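 note: PTEN knockout HCT116 line with beta catenin targeted HCT116 as companion control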
# Phagocytosis inh = inhibitors of macrophage phagocytosis; J774A.1 macrophage IgG-bead phagocytosis, imaging; 110,000 tested, 0.07% active; inhibition, % at 5 µM;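 active = inhibition above the mean of the plate negative controls plus 5 SD, cut at about 13% in these data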;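 note: phagocytic index as fraction of beads internalized from green versus red external bead signal; plate controls were DMSO negative control for no effect and cytochalasin-D positive control for full effect; some results beyond the cut were filed as inactive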
# Yeast growth inh = yeast BB579 growth reduction in restrictive medium. S. cerevisiae BB579 growth, OD615, 48 h. inhibition, % at 10 µM. 140,000 tested, 0.51% active. AID 804;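 active = inhibition above a set limit, 3 SD over the mean compound inhibition, cut at about 44% in these data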; note: inactives centre near -24
#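 System: DeaD yeast strain BB579; buffer or medium: CSMM-D dextrose restrictive medium; technique: OD at 615 nm; schedule: 4 h cell preincubation, 48 h compound exposure, 30 °C humidified; doses: single 10 µM dose; controls: amphotericin B 10 µg/mL, positive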
# NPY-Y2 antag = antagonists of human neuropeptide Y receptor Y2. 140,000 tested, 0.99% active. inhibition, % at 2.7 µM. NPY-Y2 expressing cells, antagonist mode. P49146; in the data active = inhibition above about 17%;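 note: 0% = vehicle with agonist challenge and 100% = reference antagonist with challenge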
# Target sequence (P49146 whole entry, looked up): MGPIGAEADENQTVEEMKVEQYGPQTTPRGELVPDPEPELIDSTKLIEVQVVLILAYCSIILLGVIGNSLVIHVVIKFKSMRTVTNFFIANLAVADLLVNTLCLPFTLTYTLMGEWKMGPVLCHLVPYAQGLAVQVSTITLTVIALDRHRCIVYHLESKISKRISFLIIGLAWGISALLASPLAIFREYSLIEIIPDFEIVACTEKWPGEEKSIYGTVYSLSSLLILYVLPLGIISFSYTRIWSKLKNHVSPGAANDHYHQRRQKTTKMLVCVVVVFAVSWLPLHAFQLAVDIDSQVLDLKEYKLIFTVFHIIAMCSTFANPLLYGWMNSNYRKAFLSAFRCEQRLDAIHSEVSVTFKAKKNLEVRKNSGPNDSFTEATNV
# E-sel TNF inh = blocks E-selectin expression induced by TNF alpha. HUVEC TNFa-induced E-selectin immunofluorescence, high content. inhibition, % at 2 µM. 120,000 tested, 0.71% active;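 active = inhibition above the batch mean plus 3 SD, and confirmed as a hit on visual image review, cut at about 43% in these data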;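 note: 0% = TNF-stimulated DMSO wells and 100% = unstimulated control wells; not every result past the cut was called active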
# The depositor's hits bear a star; / = no result given.
SMILES,Yeast life ext,HCT116 bCat-KO,MRP1 act,GALR2 antag,Measles CPE,PTEN del growth,Phagocytosis inh,Yeast growth inh,NPY-Y2 antag,E-sel TNF inh
Cc1ccccc1-n1nnnc1Sc1nnnn1-c1ccccc1,39*,2.0*,-3.1,4,19,1.3*,0,-6,2,3
COc1ccccc1N1CCN(c2nc3ccccn3c(=O)c2C=O)CC1,-6,85,-2.1,-8,7,91,0,-21,2,-28
COc1ccc(C(=O)c2coc(-c3ccccc3C(=O)O)c2C(=O)O)cc1,3,85,-1.4,-4,9,98,-1,-34,0,-13
O=C(Sc1nnc(-c2ccccc2)o1)N1c2ccccc2Sc2ccccc21,/,83,-4.2,0,5,86,/,26,2,/
COc1ccc(S(=O)(=O)NN=C2CCCCC2)cc1,-18,104,0.6,7,40,96,-3,11,1,-15
Cn1c(NCc2ccccc2)nc2c1c(=O)n(Cc1ccc(Br)cc1)c(=O)n2C,-4,55,0.3,6,13,/,0,3,-1,/
Cc1nn(CC(=O)NCc2cc3ccccc3[nH]2)c(C)c1[N+](=O)[O-],2,88,-1.7,22,20,86,-5,-8,0,/
CC(C)Cn1c(CN(Cc2ccccc2)Cc2ccccc2)nc2c1c(=O)n(C)c(=O)n2C,3,23,-1.9,-9,8,45,0,-30,13,/
CN(C)CCCC(C)(O)C(C)(C)c1ccccc1 (stereo not given),5,102,-1.3,6,4,103,-4,1,4,-7
CCCCC(=O)Nc1cccc(-c2csc(-c3ccccc3)n2)c1,1,91,0.7,12,18,81,-3,-50,2,/
C=CCn1c(C)cc(C(=O)CN2C(=O)c3ccccc3C2=O)c1C,1,90,-1.4,1,26,96,/,-47,1,48
COc1cc(CN2CC(=O)N(c3ccc(C)cc3)C2=S)cc(OC)c1OC,-2,82,-3.4,5,14,83,-10,-28,2,-10

# Quoted at random: 2 records from the list.
SMILES,Yeast life ext,HCT116 bCat-KO,MRP1 act,GALR2 antag,Measles CPE,PTEN del growth,Phagocytosis inh,Yeast growth inh,NPY-Y2 antag,E-sel TNF inh
COc1ccc(S(=O)(=O)NN=C2CCCCC2)cc1,-18,104,0.6,7,40,96,-3,11,1,-15
COc1ccccc1N1CCN(c2nc3ccccn3c(=O)c2C=O)CC1,-6,85,-2.1,-8,7,91,0,-21,2,-28

# More results.
SMILES,Yeast life ext,HCT116 bCat-KO,MRP1 act,GALR2 antag,Measles CPE,PTEN del growth,Phagocytosis inh,Yeast growth inh,NPY-Y2 antag,E-sel TNF inh
Cc1ccc(-n2c(SCC(=O)OC(C)C)nnc2-c2cnccn2)cc1,-7,96,-0.2,-2,2,107,0,-31,2,/
COc1ccc(Cn2c(-c3ccc(C)cc3)nc3c(c(=O)c4ccccc4n3C)c2=O)cc1,5,91,-2.6,-8,17,98,2,-28,7,19
CC(=O)N(c1ccccc1)C1SC(=O)N(c2ccccc2)C1=O (stereo not given),6,91,1.0,16,23,110,-1,-30,1,/
Cc1ccc(C(O)CN2C3=NCCN3c3ccccc32)cc1 (stereo not given),-8,67,-0.9,3,6,70,2,7,3,21
CCOC(=O)C1=C(C)NC2=C(C(=O)CCC2)C1c1coc2ccccc2c1=O (stereo not given),1,97,-1.1,10,3,102,-1,-17,0,-17
Fc1ccccc1CNC(=S)Nc1ccc(Cl)cc1,-8,81,-4.3,15,20,81,0,-5,2,/
O=C(CCCSc1nc2ccccc2[nH]1)N1CCN(c2ccccc2)CC1,-7,91,-0.9,3,26,89,-1,-27,-1,-26
COc1cccc(C(c2c(C)[nH]n(-c3ccccc3)c2=O)c2c(C)[nH]n(-c3ccccc3)c2=O)c1OC,10,96,-0.6,-7,20,112,-7,-49,6,/
Cn1c(C(=O)OC(C(=O)NC2CCCCC2)c2ccncc2)cc2sccc21 (stereo not given),-4,92,-1.4,-2,15,85,0,-66,5,-10
O=[N+]([O-])c1ccc(NC(=S)NCCc2ccc(F)cc2)cc1,-7,14,-6.6,14,8,11,-2,-10,2,-21
CCCNC(=O)NC(C)C12CC3CC(CC(C3)C1)C2 (stereo not given),5,85,-0.8,-16,19,85,1,-30,3,-17
FC(F)(F)c1nc2ncc(Cl)cc2[nH]1,5,96,0.0,0,6,105,-3,-19,4,13
Cc1ccc(SCc2nnc(NC(=O)c3ccccc3)s2)cc1,-14,84,-0.7,13,0,87,/,-36,2,23
CCC(=O)N1CCN(c2ccc(Cl)cc2NC(=O)Cc2ccccc2)CC1,0,74,-4.8,1,1,73,-1,-41,21*,-32
Cc1ccnc2c(N3C(=O)C4C5C=CC(C5)C4C3=O)cccc12 (stereo not given),-7,95,1.3,4,8,90,1,-46,-1,/
CCOC(=O)C1=C(N)OC2=C(C(=O)CC(C)(C)C2)C1c1ccoc1 (stereo not given),-7,95,-2.6,0,24,93,-1,-39,0,-10
C=C(C)C(=O)Nc1cccc(C(C)=O)c1,-10,93,-0.4,-2,9,94,2,-61,-2,-15
COc1ccc(/C(C)=N\n2cnnc2)cc1,16,91,0.2,10,6,98,-3,-37,0,-36
O=C(NC1CCCC1)C(c1c[nH]c2ccccc12)N(C(=O)Cn1nnc(-c2ccc(Cl)cc2)n1)c1ccccc1 (stereo not given),-19,83,11*,-9,10,75,/,-7,1,/
O=S(=O)(c1cc(Cl)ccc1Br)N1CCCCC1,-4,96,-2.8,-7,3,78,2,-13,4,-21
CC(/C=C/c1ccc2c(c1)OCO2)=N/NC(=O)c1cccnc1,15,84,-3.6,1,8,90,-3,-42,0,/
Cc1cc(OCC(=O)NC(C)C)cc(C)c1Cl,/,81,-2.1,-3,4,102,/,-9,1,19
Cn1cccc1-c1nc2ccc(NC(=O)c3ccc([N+](=O)[O-])cc3)cc2[nH]1,-1,70,-4.5,19,8,84,0,-26,-1,/
Cc1ccc(CC(=O)Nc2ccccc2-c2ccccc2)cc1C,17,76,-4.5,0,24,72,-6,-28,12,4
c1ccc(CSc2nnc(Cc3ccccn3)o2)cc1,-8,99,-1.6,0,7,100,0,-30,3,/
CCC(=O)Nc1ccc(S(=O)(=O)c2ccc(NC(=O)CC)cc2)cc1,-7,106,-3.4,3,10,92,1,-22,0,-21
CCOC(=O)c1ccc(N2CSC3=C(C#N)C(c4ccc(OC)cc4OC)CC(=O)N3C2)cc1 (stereo not given),-6,100,-1.3,-6,1,97,/,-25,3,3
Cc1ccccc1CSCC(=O)c1c(N)n(C)c(=O)n(C)c1=O,15,89,0.1,9,4,88,-2,-31,0,-4
COc1cccc(/C(O)=C2\C(=O)C(=O)N(c3ccccn3)C2c2ccccc2OC)c1 (stereo not given),-5,88,-4.5,-1,3,95,0,-9,3,/
CS(=O)(=O)N(CC(=O)Nc1cccnc1)c1ccc2c(c1)OCCO2,12,93,-0.2,0,10,103,0,-14,4,-2
Cc1cccc(OCC(=O)Nc2nonc2NC(=O)COc2cccc(C)c2)c1,/,96,-0.9,-13,9,94,/,-8,1,-2
COc1ccc(-c2nnco2)cc1OC,-7,105,0.3,-3,6,107,2,-47,0,-3
Cc1[nH]c2ccccc2c1/C=N/NC(=O)c1cc(-c2cccs2)[nH]n1,-3,71,-1.9,28*,16,66,-2,-4,-2,/
CC(=O)N=c1sc2c3ccccc3ccc2n1C,-24,89,-3.0,10,19,89,2,26,-1,40
O=C(NCCOc1ccccc1)c1ccc2c(c1)OCO2,-23,112,-0.1,4,6,112,-2,-4,1,/
COc1ccc2cc(-c3csc(-c4cccnc4)n3)ccc2c1,-7,82,-2.1,-10,6,69,-2,-22,-1,0
Cc1c(C)n(C(=O)CSc2nncn2C)c2ccccc12,-12,93,-0.9,3,6,95,-1,-5,5,1
Cc1cc(C)cc(NC(=S)NCCCN2CCOCC2)c1,1,92,-1.3,4,3,105,-6,-1,-1,/
CCOC(=O)N/N=C/c1cn(Cc2ccc(Cl)cc2)c2ccccc12,3,91,0.7,21,14,95,-2,-6,0,/
CCN(CC(=O)Nc1ccc2c(c1)OCCO2)CC(=O)Nc1cc(C)on1,-9,87,0.0,14,3,100,2,-2,1,/
O=C(CCC1CCCC1)N1CCN(C(=O)c2ccco2)CC1,-11,99,-2.1,-3,5,87,0,-19,-2,/
O=C(O)c1ccc2c(c1)nnn2C1CCCCC1,-24,103,-1.0,-1,4,98,0,35,-3,/
CN1CCN(CC(=O)N2CCn3c4c(c5cc(C6CCCCC6)ccc53)CCCC42)CC1 (stereo not given),-23,1.3*,-2.2,-20,8,1.6*,5,100*,1,-11
CCOc1ccccc1N1CCN(C(=O)CCCN2C(=O)c3cccc4cccc(c34)C2=O)CC1,2,65,-2.3,-14,37,58,-12,-16,2,/
O=C(N/N=C\c1ccc(OC(=O)c2cccs2)cc1)c1ccc(Cl)cc1,-2,91,0.6,11,3,78,6,-55,2,/
Clc1ccc(OCCCCCN2CCCC2)c(Br)c1,-5,65,-2.7,0,9,68,-6,-22,6,/
O=C(COC(=O)c1cc(Cl)cc(Cl)c1)NCCN1C(=O)CSC1=O,7,97,-0.4,-15,7,90,-1,-35,2,/
CCOc1ccc(NC(=O)CCNc2c(N3CCCC3)c(=O)c2=O)cc1,-5,99,-1.2,4,20,116,-3,-32,0,5
Cc1ccc(SCCc2ccc(C)nc2)cc1,-2,96,0.7,6,7,99,-4,4,2,/
NC(=O)c1c(N)sc2c1CCCCC2,-20,104,-2.7,1,4,92,0,-1,0,/
CCCNC(=S)NC1CC2CCCC(C1)N2CC(C)C (stereo not given),-1,97,-0.5,6,2,100,0,-16,1,-1
CCN(CC)S(=O)(=O)c1cccc(C(=O)NCC(=O)OCC(=O)NCc2ccccc2)c1,-13,110,-0.6,9,4,98,0,-39,0,/
Cc1cccc(-n2ncc3c(NC(C)C)ncnc32)c1,-13,97,1.2,27*,3,92,-2,4,3,-6
CCOC1(OCC)N=C(N)C2(C#N)C(c3cccc(OC)c3OC)C12C#N (stereo not given),-10,93,-4.5,8,9,103,-3,-8,1,3
C=CCC1(O)C(=O)N2C(=C1C(=O)N1CCOCC1)c1ccccc1CC2(C)C (stereo not given),6,94,-0.6,5,9,97,-1,-62,1,14
CCOc1ccc2[nH]c(=O)c(CN(Cc3ccccc3)C(=O)N3CCCC3)cc2c1,-4,88,-1.6,-8,2,82,1,4,1,-2
C=CCn1c(CCNC(=O)c2ccccc2F)nnc1SCC(=O)Nc1nc2ccccc2s1,-9,84,-1.3,-8,6,84,0,-43,3,8
CN(C)c1cc[n+](CC(=O)Nc2ccc([N+](=O)[O-])cc2Cl)cc1,-1,45,-3.5,7,21,72,/,-5,1,-1
COc1ccccc1NC(=O)C1=C(C)Nc2ncnn2C1c1ccc(C)o1 (stereo not given),3,96,-1.1,2,4,94,-2,-14,1,-10
O=C1c2oc3ccccc3c(=O)c2C(c2cccc(Br)c2)N1Cc1ccco1 (stereo not given),0,88,-3.9,-7,18,74,2,-41,1,-3
CCc1cccc(NC(=O)CCCSc2nc3ccccc3[nH]2)c1,0,93,-3.5,3,8,81,-4,10,0,/
CCOP(=O)(OCC)c1nc(-c2ccccc2)oc1NCc1ccccc1,3,96,-0.4,-4,7,95,1,-33,3,9
COc1ccccc1NC(=O)C(=O)N1N=C(C(C)C)CC1(O)C(F)(F)F (stereo not given),-1,92,-0.7,11,4,100,/,-14,0,-46
